IL1B secr inh: inhibitors of inflammasome signaling (IL-1 beta secretion) | THP-1 LPS/ATP IL-1B secretion, AlphaLISA, 16 h; hits give low values | 360,000 compounds, 4.7% hits | AID 743279 | activity change, % at 57.5 µM; in the data active = activity change below about -50%; inconclusive = mostly about -30% to -49%; note: % is set by controls: 0 for no effect and ±100 for the full control effect
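Secreted IL-1B measured by AlphaLISA bead assay after 16 h compound exposure of THP-1 cells; compounds (final up to 57.5 uM) added 1 h before LPS (250 ng/mL) and ATP (1.25 mM) stimulation; lower signal means less secretion.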
S2 tox: reduces viability in counter-screen for ATXN expression inhibitors; S2 cells (HEK-293 line with an ATXN2-luciferase reporter) viability, CellTiter-Fluor protease fluorescence, 24 h; Potency, µM (series often up to 56.7 µM), usual class: cytotoxic; 400,000 compounds, 0.49% hits; note: potency is the fitted concentration of half-maximal effect; nearly all actives have a fitted effect of over 40% in size
ATXN2 expr inh: reduces ATXN2 reporter expression in HEK-293 cells; Potency, µM (highest dose often 57 µM), inactives show at the top dose activity change, negative = inhibition, actives largely listed as inhibitors; 360,000 compounds, 0.72% hits; HEK-293 ATXN2-luciferase reporter, luminescence, 24 h; AID 1745845; note: potency is the fitted concentration of half-maximal effect; % is set by controls: 0 for no effect and ±100 for the full control effect; nearly all actives have a fitted effect of over 55% in size
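qHTS (up to 57 uM final) was run with 24 h compound exposure of reporter cells at 37 °C. Each well was multiplexed: SteadyGlo luminescence measured ATXN2-luciferase expression after a fluorogenic Gly-Phe-AFC viability readout (25 uM final).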
A549 tox: A549 cytotoxicity, counter-screen for Nrf2 inhibitors; 390,000 compounds, 0.16% hits; A549 ARE-Fluc cells, CellTiter-Fluor viability, 18-24 h; Potency, µM (top dose mostly 46 µM), for the others: at the top dose activity change, negative = cytotoxicity, most hits filed as inhibitors; note: potency is the fitted concentration of half-maximal effect; % is set by controls: 0 for no effect and ±100 for the full control effect
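Cytotoxicity counterscreen: CellTiter-Fluor fluorescence was measured in A549 ARE_Fluc cells after 18-24 h of compound exposure in a concentration series. The subsequent BugLite luminescent read reports ARE-luciferase activity.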
Nrf2 inh: blocks Nrf2 signaling; AID 504444; A549 ARE-Fluc reporter, luciferase luminescence, 18-24 h; Potency, µM (doses to about 46 µM), inactives show at the highest dose activity change, negative = inhibition, most hits filed as inhibitors; 360,000 compounds, 2.1% hits; note: potency is the fitted concentration of half-maximal effect; % is set by controls: 0 for no effect and ±100 for the full control effect; nearly all actives have a fitted effect of over 60% in size
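A549 ARE_Fluc cells (5000/well, 5% FBS OPTI-MEM) pre-incubated 2 h, then treated with compounds 18-24 h at 37C/5% CO2 in concentration-response. CellTiter-Fluor viability read first; BugLite luciferase luminescence after 15 min at room temperature gives Nrf2 activity.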
Nrf2 ARE act: Nrf2 pathway activation; AREc32 ARE-luciferase reporter (MCF7-derived line), luminescence, 24 h; Potency, µM (highest dose often 46.1 µM), inactives show top-dose activation, hits mostly activators; 410,000 compounds, 0.31% hits; AID 624171; note: potency is the fitted concentration of half-maximal effect; % of control where 0% means no effect; nearly all actives have a fitted effect of over 65% in size
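Steps: seed AREc32_Fluc cells (1000/well, 5% FBS OPTI-MEM); incubate overnight at 37 deg C; add 23 nL compound; incubate 24 hr; add Steady-Glo; hold 30 min RT; read luminescence.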
MCF10A rereplic: inducers of DNA re-replication in MCF 10A breast cells. MCF 10A DNA re-replication, Hoechst nuclear intensity, 48 h. Potency, µM (titrated, usually from 46.1 µM), inactives show top-dose activity, positive = re-replication, most hits filed as activators. 350,000 compounds, 2.9% hits. AID 624296; note: potency is the fitted concentration of half-maximal effect; % of control where 0% means no effect; nearly all actives have a fitted effect of over 50% in size
HepG2 tox: HepG2 cytotoxicity, counter-screen for TGF-b inhibitors; 410,000 compounds, 0.76% hits; HepG2 CAGA-GFP viability, ATP luminescence, 18 h; Potency, µM (titrated, usually from 46.1 µM), inactives show at the top dose activity change, negative = cytotoxicity, usual class: cytotoxic; AID 588856; note: potency is the fitted concentration of half-maximal effect; some results filed as inactive show a strong effect at the top dose
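CellTiter-Glo luminescence gave cytotoxicity after 18 hours at 37 degrees C. The cells were HepG2 CAGA-GFP in 1% FBS DMEM, stimulated with 500 pg/mL TGF-beta after compound addition. %Activity was normalised to no-cell wells (complete cell-killing) and DMSO (no toxicity), and curves were fitted and classified.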
TGFb SMAD3 inh: TGF-b pathway inhibition; HepG2 CAGA-GFP TGF-b/SMAD3 reporter, GFP fluorescence, 18 h; TGF-beta stimulated, 500 pg/mL final; Potency, µM (highest dose often 46.1 µM), for the others: top-dose activity, negative = inhibition, actives largely listed as inhibitors; 410,000 compounds, 1.2% hits; AID 588855; note: potency is the fitted concentration of half-maximal effect; % is set by controls: 0 for no effect and ±100 for the full control effect; nearly all actives have a fitted effect of over 65% in size
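GFP signal (ex488/em500-530) from TGF-beta-stimulated HEPG2 CAGA-GFP cells, 500 pg/mL final, 18 h at 37 degrees C in DMEM plus 1% FBS, normalized to unstimulated and DMSO-stimulated controls.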
Numbers without * were called inactive; i = inactive; ? = inconclusive; nt = no result given; [ ] = another dose, or the depositor's remark. Unless noted, calls come from the whole dose curve; as a rule, active = well fitted curve in the direction sought with a large enough effect; inconclusive = small, poorly fitted or top-dose-only effect, or another doubt; inactive = no such curve, though single readings can be large; an effect the other way counts as inactive or inconclusive.

Order of results – IL1B secr inh	S2 tox	ATXN2 expr inh	A549 tox	Nrf2 inh	Nrf2 ARE act	MCF10A rereplic	HepG2 tox	TGFb SMAD3 inh
1) CCN(CC)c1ccc(CN(C(=O)c2cc(OC)c(OC)c(OC)c2)C2CCS(=O)(=O)C2)cc1 (stereo unspecified)
  -7	i	1%	-4%	3%	0.0%	-2%	-4%	0%
2) CCOc1ccc(NC(=S)NCCCN2CCN(c3ccc(OC)cc3)CC2)cc1
  -7	i	-14%	0%	-12%	-0.3%	0%	-27%	-24%
3) COc1ccccc1N1CCN(C(=O)CSc2nnc3n2C(C)(C)Cc2ccccc2-3)CC1
  -28	?	?	0%	?	0.1%	24%	-49%	?
4) CCOc1ccccc1CNC(=O)CCCn1c(=O)c2cccn2c2cccnc21
  nt	nt	nt	5%	?	0.3%	nt	10%	-3%
5) C[C@H]1CN([C@@H](C)CO)C(=O)CCCn2nncc2CO[C@H]1CN(C)S(=O)(=O)c1ccc(F)cc1
  29	i	11%	nt	nt	-0.4%	nt	24%	7%
6) C/C(=N\Nc1ccc([N+](=O)[O-])cc1)c1ccc(C#N)cc1
  -1	i	10%	-4%	-18%	0.4%	0%	-19%	-8%
7) COc1ccc(NC(=O)CC(Cc2ccc(Cl)cc2)C(=O)O)cc1 (stereo unspecified)
  10	i	nt	-2%	-5%	-0.2%	2%	3%	3%
8) COc1cc(CNCCSc2nnnn2C)ccc1OCc1ccccc1C
  nt	i	21%	-8%	9%	0.6%	nt	3%	-10%
9) O=C(Nc1cccc(S(=O)(=O)N2CCCC2)c1)c1ccccc1OC(F)F
  -9	i	8%	-1%	?	-0.5%	16%	-18%	10%
10) O=C(NNC1CC(=O)N(c2ccc(Br)cc2)C1=O)c1ccco1 (stereo unspecified)
  32	i	5%	2%	15%	4.7%	?	-2%	-16%
11) ClCc1nnc(-c2ccccc2)o1
  -88*	?	nt	8%	-17%	?	?	-94%	?
12) COc1cnc(SCc2ccc(Cl)cc2Cl)nc1Cl
  -5	i	2%	8%	nt	7.4%	21%	-9%	?
13) CNC(=S)N(CCc1ccc(OC)c(OC)c1)Cc1cc2c(C)cc(C)cc2[nH]c1=O
  -5	i	3%	-6%	-5%	-0.6%	-4%	-1%	-6%
14) O=C1c2ccccc2C(=O)N1N(c1ccccc1)c1ccccc1
  0	i	0%	-9%	5%	-0.2%	-43%[inhibitor]	-5%	-6%
15) C=CCNC(=O)c1ccc(-c2cccc([N+](=O)[O-])c2)o1
  -13	i	23%	-2%	-4%	6.2%	?	10%	0%
16) Cc1csc2nc(O)c(C(=O)NC3CCCCC3)c(=O)n12
  14	i	2%	0%	?	0.3%	7%	8%	?
17) CCN(CC)c1nc(N)c([N+](=O)[O-])c(NCCO)n1
  3	?	0%	2%	-4%	0.4%	4%	-1%	-19%
18) CCOC(=O)CNC(=O)c1c(C)nn(C)c1Cl
  29	i	3%	2%	0%	0.0%	-1%	0%	-7%
19) O=C(Nc1ccc(Cl)cn1)c1cc(S(=O)(=O)N2CCCCC2)ccc1Cl
  -19	i	-12%	-1%	-22%	-0.7%	-22%	-4%	0%
20) CCOc1ccc(CCNC(=O)COC(=O)/C=C/c2ccccc2OC)cc1OCC
  -7	i	-5%	-1%	23%	0.0%	0%	8%	0%
21) Cc1c(NC(=O)CSc2nnnn2-c2ccc(F)cc2)c(=O)n(-c2ccccc2)n1C
  15	i	-17%	11%	-3%	0.3%	0%	-10%	20%
22) CCOc1ccc(OCC)c(NS(=O)(=O)c2ccc3c(c2)n(C)c(=O)c(=O)n3C)c1
  18	i	7%	0%	-5%	2.5%	5%	3%	-4%
23) CCCN(CCC)CC(=O)Nc1cccc2c1OCO2
  -5	i	-6%	8%	0%	-0.3%	11%	-14%	23%
24) COc1ccc(C2CC(c3cccs3)=NN2S(C)(=O)=O)cc1OC (stereo unspecified)
  -10	i	-12%	3%	?	5.7%	16%	-10%	12%
25) Cc1ccc2c(c1)N(CC(=O)NC1CCCc3ccccc31)C(=O)CO2 (stereo unspecified)
  8	i	-8%	-20%	-2%	0.4%	-3%	-10%	-6%
26) CCOc1c2c(nc3ccc(Cl)cc13)CCC2
  -13	i	-14%	13%	10%	-0.7%	-2%	-23%	-26%
27) Cc1c(C(=O)OCC(=O)Nc2ccc3c(c2)OCO3)cccc1[N+](=O)[O-]
  -10	i	4%	-1%	-16%	0.5%	-1%	-18%	-15%
28) CCN(CC)C(=O)CN(c1ccc2c(c1)OCO2)S(C)(=O)=O
  3	i	1%	-2%	-3%	-0.5%	-1%	1%	24%
29) COc1ccc2c3n([n+]([O-])c2c1)CCN=C3c1ccc(C)cc1
  0	i	14%	-2%	10%	8.7%	39%	-4%	1%
30) Cc1ccc(S(=O)(=O)N2CCC(C(=O)O)CC2)cc1
  -4	i	-2%	2%	-4%	1.9%	-7%	-22%	6%
31) COC(=O)C1=C(C(C)=O)C(c2ccc(C(=O)OC)cc2)n2nnnc2N1 (stereo unspecified)
  -10	i	5%	-8%	15%	0.6%	23%	8%	18%
32) Nc1nonc1/C(=N/O)N1CCCC1
  -6	?	-18%	1%	2%	0.1%	0%	3%	-3%
33) C/C=C/c1ccc(OCCCCNCc2ccco2)c(OC)c1
  -58*	i	1%	2%	11%	-0.4%	4%	-25%	-7%
34) Cc1[nH]c2c(C(=O)N3CCCC(CCC(=O)NCc4ccccc4F)C3)cccc2c1C (stereo unspecified)
  ?	i	-25%	3%	2%	2.0%	?	12%	2%
35) O=C(CCN1C(=O)C2C3C=CC(C3)C2C1=O)NCC1CCCO1 (stereo unspecified)
  15	i	1%	7%	nt	-1.2%	-3%	1%	4%
36) COc1ccc(CCNC(=O)/C=C/c2ccc(C)cc2)cc1OC
  17	i	-10%	-7%	1%	-0.5%	6%	-19%	-14%
37) CCOc1ccccc1NC(=O)CSc1nc2c(c(=O)[nH]1)CCC2
  nt	i	11%	18%	?	4.9%	nt	1%	3%
38) COc1ccc(S(=O)(=O)NCCc2sc(-c3cccc(C)c3)nc2C)cc1
  nt	?	-10%	0%	nt	0.0%	nt	-17%	?
39) COc1ccc(OCCCSc2ncccn2)cc1
  -3	i	70%[activator]	-7%	?	4.8%	5%	13%	5%
40) Cc1cnc(CNC(=O)c2ccc3oc(C(C)C)nc3c2)[nH]1
  -10	i	1%	2%	3%	0.2%	-12%	-29%	-9%
41) C=CCN1C2CCCC1CC(NC(=S)Nc1ccc(Cl)cc1)C2 (stereo unspecified)
  -5	?	-11%	0%	10%	4.4%	?	-39%	-10%
42) CCC(=O)Oc1ccc2c(C)c(Cl)c(=O)oc2c1
  13	nt	2%	15%	2%	0.2%	1%	-6%	2%
43) COc1ccc(N2C(=O)CSC2c2ccc(F)cc2)cc1 (stereo unspecified)
  -12	?	9%	-1%	1%	3.0%	1%	-15%	-1%
44) COc1cccc(OC)c1C(=O)Nc1ccc(N2CCN(C(=O)c3cccs3)CC2)cc1
  0	i	2%	0%	?	3.1%	-5%	-24%	-6%
45) COc1cc(CC(=O)NCCCc2ccccc2)cc(OC)c1OC
  7	i	-9%	2%	-21%	-0.4%	-1%	-10%	-12%
46) COc1ccc(-c2coc3cc(OC(=O)N4CCOCC4)ccc3c2=O)cc1
  0	i	-4%	9%	12%	5.2%	4%	-17%	-26%
47) O=C(Nc1ccccc1Cl)NN1CCCCCC1
  -4	i	27%	4%	-1%	1.7%	?	-12%	-10%
48) Clc1ccccc1-c1ncc(-c2ccccc2)o1
  30	?	nt	-2%	?	10µM*	1%	-20%	0%
49) COCCNC(=O)COc1ccc(C)cc1C
  -6	i	1%	-10%	25%	0.5%	-1%	-13%	21%
50) Cc1cc(Cl)ccc1OC(C)C(=O)OCC(=O)c1ccc[nH]1 (stereo unspecified)
  15	i	1%	13%	9%	-0.8%	-5%	3%	5%
51) COc1cccc(C(=O)NC(=S)N2c3ccccc3CC2C)c1OC (stereo unspecified)
  5	i	-11%	9%	8%	2.0%	23%	-24%	-7%
52) O=c1c2ccccc2oc2cc(-c3ccc4cc[nH]c4c3)ccc12
  19	i	38%[activator]	-3%	5%	16%	?	-21%	-9%
53) O=C(COC(=O)c1cccc(S(=O)(=O)NCc2ccccc2)c1)NCC1CCCO1 (stereo unspecified)
  8	i	4%	1%	-2%	0.0%	9%	-9%	0%
54) O=C(Nc1ccc(C(=O)OCc2cc(=O)n3nc(C4CC4)sc3n2)cc1)c1cccc(F)c1
  nt	i	4%	0%	nt	-0.5%	nt	-2%	-2%
55) CCc1cccc2c1NC1(CCCC1)CC2C (stereo unspecified)
  34	i	-18%	2%	6%	-0.1%	?	-18%	1%
56) Cc1cc2cc3c(cc2nc1SCC(=O)N1CCOCC1)OCO3
  -2	i	0%	-1%	3%	-0.1%	18%	0%	2%
57) COc1cccc(N2CC(NC(=O)C(=O)c3c[nH]c4ccccc34)CC2=O)c1 (stereo unspecified)
  1	i	-3%	8%	-11%	0.3%	0%	-12%	-22%

Single entries from the list:
cpd 53 in TGFb SMAD3 inh is listed with 0%
cpd 42 in TGFb SMAD3 inh is listed with 2%

Profiles, looked up by structure:
O=C(COC(=O)c1cccc(S(=O)(=O)NCc2ccccc2)c1)NCC1CCCO1 (stereo unspecified) across the screens: IL1B secr inh = 8; S2 tox = i; ATXN2 expr inh = 4%; A549 tox = 1%; Nrf2 inh = -2%; Nrf2 ARE act = 0.0%; MCF10A rereplic = 9%; HepG2 tox = -9%; TGFb SMAD3 inh = 0%
COc1ccc(CCNC(=O)/C=C/c2ccc(C)cc2)cc1OC across the screens: IL1B secr inh = 17; S2 tox = i; ATXN2 expr inh = -10%; A549 tox = -7%; Nrf2 inh = 1%; Nrf2 ARE act = -0.5%; MCF10A rereplic = 6%; HepG2 tox = -19%; TGFb SMAD3 inh = -14%

An unsorted share of the library; about 8.8% have a hit in one of these screens.
